Bioassay records: PubChem, National Center for Advancing Translational Sciences (NCATS)
Epigenetic reg: Quantitative High-Throughput Screen for Regulators of Epigenetic Control; murine LDR cells, GFP reporter derepression, 30 h; Potency, µM (series often up to 53.9 µM), inactives show top-dose GFP activation, most hits filed as activators; 0.2% of 280,000 active; AID 1865, 2009; active means well fitted activation curve with a large enough effect; inconclusive means small, poorly fitted or top-dose-only effect; further: % of control where 0% means no effect; nearly all actives have a fitted effect of over 60% in size
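Murine LDR cells bearing a silenced CMV-driven GFP reporter were exposed to compound for 30 h at 37 C. After PBS washes, GFP-positive cells (20-120 um objects) counted by laser-scanning microplate cytometry.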
The depositor's hits bear a star; ? = inconclusive. Potency means the concentration at half of the fitted maximal effect. An excerpt; rates above refer to the full screens.

| item | Epigenetic reg | SMILES |
| --- | --- | --- |
| 1 | -1.7% | CCC(C)(C)NC(=O)C1CCN(S(=O)(=O)c2c(C)noc2/C=C/c2ccc(C)cc2)CC1 |
| 2 | -0.3% | CCOc1ccc(CCNC(=O)CCCn2c(=O)c3cccn3c3cccnc32)cc1OCC |
| 3 | 0.8% | Cc1ccc(C)c(NC(=O)Cn2c(=O)ccc3cc(S(=O)(=O)N4CCCC4)ccc32)c1 |
| 4 | -0.5% | COc1cccc(CSc2nc3n(n2)C(CC(C)C)C(C(=O)Nc2ccccc2C)=C(C)N3)c1 (stereo not drawn) |
| 5 | 0.7% | O=C(Nc1cccc(F)c1)C1CCN(c2nc3ccccc3nc2C(F)(F)F)CC1 |
| 6 | 3.2% | CCOc1ccc(S(=O)(=O)NCC(c2cccs2)S(=O)(=O)c2ccc(C)cc2)cc1 (stereo not drawn) |
| 7 | 1.7% | CC(=O)N1CCN(c2csc3ccc(Cl)cc3c2=O)CC1 |
| 8 | 2.5% | O=C1CS(=O)(=O)C2(C(=O)N(Cc3cccc(F)c3)c3ccccc32)N1c1ccccc1 (stereo not drawn) |
| 9 | 3.5% | Cc1cccc2sc(N(Cc3cccnc3)C(=O)C3CCCCC3)nc12 |
| 10 | -2.4% | CCCCNC(=O)c1cnn2c(C)c(Cc3c(F)cccc3Cl)c(C)nc12 |
| 11 | -1.2% | CCOC(=O)C1CCN(C(=O)Cn2ncc3c([nH]c4ccccc43)c2=O)CC1 |
| 12 | -3.2% | Clc1ccccc1CNCCCSc1nnnn1-c1ccccc1 |
| 13 | 0.0% | Cc1nc2ccn(Cc3cccs3)c(=O)c2cc1C(=O)NCc1ccc(Br)cc1 |
| 14 | 0.0% | CCOc1ccccc1NC(=O)C(=O)NCCc1sc(-c2cccc(F)c2)nc1C |
| 15 | 1.7% | O=C(CSc1nc2c(c(=O)[nH]1)CCCC2)Nc1cccc(O)c1 |
| 16 | 4.4% | COc1ccc(NC(=O)CN2C(=O)CC(c3ccc(C)c(C)c3)=Nc3ccccc32)cc1OC |
| 17 | -0.4% | CCOC(=O)c1ccccc1NC(=O)N1CCCn2nc(C)cc21 |
| 18 | -1.2% | COc1cc(Cl)c(NC(=O)CC(C)S(=O)(=O)c2cc3c(cc2C)NC(=O)CO3)c(OC)c1 (stereo not drawn) |
| 19 | -1.5% | COC(=O)c1ccccc1NS(=O)(=O)c1cc2c3c(c1)CC(=O)N3CCC2 |
| 20 | -0.3% | CC(=O)N1CCc2cc(S(=O)(=O)C(C)CC(=O)Nc3ccc(Br)c(C)c3)ccc21 (stereo not drawn) |

Given with bars between the fields: three of the compounds above.
# | smiles | Epigenetic reg
3 | Cc1ccc(C)c(NC(=O)Cn2c(=O)ccc3cc(S(=O)(=O)N4CCCC4)ccc32)c1 | 0.8%
4 | COc1cccc(CSc2nc3n(n2)C(CC(C)C)C(C(=O)Nc2ccccc2C)=C(C)N3)c1 (stereo not drawn) | -0.5%
5 | O=C(Nc1cccc(F)c1)C1CCN(c2nc3ccccc3nc2C(F)(F)F)CC1 | 0.7%

The listing picks up; the 6 compounds before the break are reprinted first.
| item | Epigenetic reg | SMILES |
| --- | --- | --- |
| 15 | 1.7% | O=C(CSc1nc2c(c(=O)[nH]1)CCCC2)Nc1cccc(O)c1 |
| 16 | 4.4% | COc1ccc(NC(=O)CN2C(=O)CC(c3ccc(C)c(C)c3)=Nc3ccccc32)cc1OC |
| 17 | -0.4% | CCOC(=O)c1ccccc1NC(=O)N1CCCn2nc(C)cc21 |
| 18 | -1.2% | COc1cc(Cl)c(NC(=O)CC(C)S(=O)(=O)c2cc3c(cc2C)NC(=O)CO3)c(OC)c1 (stereo not drawn) |
| 19 | -1.5% | COC(=O)c1ccccc1NS(=O)(=O)c1cc2c3c(c1)CC(=O)N3CCC2 |
| 20 | -0.3% | CC(=O)N1CCc2cc(S(=O)(=O)C(C)CC(=O)Nc3ccc(Br)c(C)c3)ccc21 (stereo not drawn) |
| 21 | 0.8% | CCc1ccc(NC(=O)CCS(=O)(=O)c2cc3c(cc2Cl)NC(=O)CO3)cc1 |
| 22 | 6.5% | CC(C)Oc1ccc(C(=O)Nc2ccc(-c3nc4ccccc4s3)cc2)cc1 |
| 23 | 0.0% | CCc1ccccc1NC(=O)C(CC)Oc1ccccc1-c1nnc(-c2ccccc2)o1 (stereo not drawn) |
| 24 | -1.3% | CC(C)N(Cc1ccccc1)C(=O)C1CCCN(c2ncnc3onc(-c4ccc(F)cc4)c23)C1 (stereo not drawn) |
| 25 | 5.1% | COc1ccc2c(c1)CC(C(=O)Nc1ccc(OC)cc1OC)CO2 (stereo not drawn) |
| 26 | 0.0% | CCN(CC)c1ccc(NC(=O)CN2CCN(CC(=O)Nc3ccccc3OC)CC2)cc1 |
| 27 | -0.3% | CCc1nnc2c(Nc3ccc(N(CC)CC)cc3C)nc3ccccc3n12 |
| 28 | -0.9% | COc1ccc(CNC(=O)c2cc3ccccn3n2)cc1OC |
| 29 | -1.2% | Cc1ccccc1N1CCN(S(=O)(=O)c2nnc(NC(=O)c3ccccc3)s2)CC1 |
| 30 | 14% | O=C(Cn1c(=O)n(Cc2ccco2)c(=O)c2oc3ccccc3c21)Nc1ccc(F)cc1F |
| 31 | 1.2% | COc1cc2c(cc1OC)C(COc1ccc(F)cc1)N(C(=O)c1ccccc1F)CC2 (stereo not drawn) |
| 32 | 0.0% | Cc1ccc(C)c(N2CCN(CCCNC(=O)c3cnn(-c4cccc(Cl)c4)c3C3CCN(C(=O)OC(C)(C)C)CC3)CC2)c1 |
| 33 | 3.2% | CC(C)c1ccc(NC(=O)CSc2nc3ccccc3nc2Cc2ccccc2)cc1 |
| 34 | -2.4% | Cn1nnnc1SCCCNCc1cccc(OCc2ccccc2)c1 |
| 35 | -2.5% | Cc1ccc(-n2nc3c(N4CCC(C(=O)NC(C)C)CC4)nnc(C)c3c2C)cc1 |
| 36 | -5.2% | Cc1ccccc1CN1CCc2nc(Nc3ccc4c(c3)OCCO4)ncc2C1 |
| 37 | -1.3% | COc1ccccc1CNC(=O)CCC1N=C2c3ccccc3N=C(SCC(=O)NCCc3ccccc3)N2C1=O (stereo not drawn) |
| 38 | 10% | CCC(C)NC(=O)c1ccc(CNS(=O)(=O)c2ccc3c(c2)C(C)(C)C(=O)N3C)cc1 (stereo not drawn) |
| 39 | -0.7% | COc1ccc(C(=O)Nc2nnc(SCc3cc(=O)c4cccc(F)c4[nH]3)s2)cc1 |
| 40 | -3.2% | CCOc1ccc(C(=O)Nc2ccc(S(=O)(=O)N(Cc3ccccc3)c3ccccc3)cc2)cc1 |

| item | Epigenetic reg | SMILES |
| --- | --- | --- |
| 41 | -0.5% | COc1ccc2nc(N(Cc3cccnc3)C(=O)C3CCCCC3)sc2c1 |
| 42 | -0.5% | COc1cccc(-c2nc(SC(C(C)=O)C(=O)N(C)C)c3c(=O)n(C)c(=O)n(C)c3n2)c1 (stereo not drawn) |
| 43 | -0.2% | COc1cc(OC)c(NC(=O)N2CCCn3nc(C)cc32)cc1Cl |
| 44 | 0.8% | CC(C)OCCCn1c(SCc2ccccc2C#N)nc2c(sc3ccccc32)c1=O |
| 45 | -3.3% | CC(=O)c1ccc(NC(=O)C2CCCN(S(=O)(=O)c3cn(C)cn3)C2)cc1 (stereo not drawn) |
| 46 | -0.4% | CCc1ccc2nc(N(CCN(CC)CC)C(=O)c3cccs3)sc2c1 |
| 47 | -4.5% | Cc1ccc(N2CC(C)Cn3c2nc2c3c(=O)n(Cc3cccc(Cl)c3)c(=O)n2C)cc1 (stereo not drawn) |
| 48 | 2.5% | CCOc1ccccc1NC(=O)c1cc(S(=O)(=O)N2CCOCC2)cn1C |
| 49 | 2.5% | Cc1cccc(NC(=O)Nc2nnc(N(C)Cc3ccccc3)s2)c1 |
| 50 | -1.6% | COc1ccc(-c2nn3c(=O)cc(CN4CCN(C(=O)c5ccc(OC)c(OC)c5)CC4)nc3s2)cc1 |
| 51 | -1.5% | CCOc1ccccc1NS(=O)(=O)c1c(C)nc2sccn2c1=O |
| 52 | ? | CN(Cc1ccccc1)C(=O)C1CCC(CNS(=O)(=O)c2ccc3c(c2)CCCC(=O)N3)CC1 (stereo not drawn) |
| 53 | 0.0% | Cc1nn2c(=O)cc(COC(=O)CNC(=O)c3ccc(F)cc3)nc2s1 |
| 54 | -1.3% | Cc1ccc(Nc2sc(C(=O)c3ccccc3)c(N)c2C(=O)Nc2ccc(Cl)cc2)cc1 |
| 55 | 2.0% | Cc1cc(-c2ccc(S(=O)(=O)N3CCN(c4ccc(Cl)cc4)CC3)s2)on1 |
| 56 | -0.4% | O=C(NC1CC(=O)N(c2cccc(F)c2)C1)C(c1ccccc1)c1ccccc1 (stereo not drawn) |
| 57 | -2.6% | COc1ccc(CNS(=O)(=O)c2ccc(-c3cnc(C4CC4)o3)cc2)cc1 |
| 58 | -1.3% | CC(=O)Nc1cccc(C(=O)NCc2ccc3c(c2)CCN3C(=O)c2ccc(F)cc2)c1 |
| 59 | -1.1% | COc1cc(Cl)c(C)cc1NC(=O)CN1c2ccccc2S(=O)(=O)c2ccccc21 |
| 60 | 0.6% | CCC(Sc1nnc(-c2ccc(OC)cc2)c(-c2ccc(OC)cc2)n1)C(=O)Nc1cccc(OC)c1 (stereo not drawn) |

Molecules listed so far that have two or more sulfur atoms, in the order listed:
| item | Epigenetic reg | SMILES |
| --- | --- | --- |
| 6 | 3.2% | CCOc1ccc(S(=O)(=O)NCC(c2cccs2)S(=O)(=O)c2ccc(C)cc2)cc1 (stereo not drawn) |
| 29 | -1.2% | Cc1ccccc1N1CCN(S(=O)(=O)c2nnc(NC(=O)c3ccccc3)s2)CC1 |
| 39 | -0.7% | COc1ccc(C(=O)Nc2nnc(SCc3cc(=O)c4cccc(F)c4[nH]3)s2)cc1 |
| 44 | 0.8% | CC(C)OCCCn1c(SCc2ccccc2C#N)nc2c(sc3ccccc32)c1=O |
| 46 | -0.4% | CCc1ccc2nc(N(CCN(CC)CC)C(=O)c3cccs3)sc2c1 |
| 51 | -1.5% | CCOc1ccccc1NS(=O)(=O)c1c(C)nc2sccn2c1=O |
| 55 | 2.0% | Cc1cc(-c2ccc(S(=O)(=O)N3CCN(c4ccc(Cl)cc4)CC3)s2)on1 |

(continued)
| item | Epigenetic reg | SMILES |
| --- | --- | --- |
| 61 | -2.3% | COc1cccc(CNC(=O)C2=C(C)C(=O)OC23CCCCCC3)c1 |
| 62 | -0.2% | CCN(CC)CCNC(=O)C1CCCN(c2ncnc3onc(C)c23)C1 (stereo not drawn) |
| 63 | -1.3% | CC(=O)c1ccc(Oc2nc(C)nc3c2oc2ccccc23)cc1 |
| 64 | 1.1% | Cc1ccc(S(=O)(=O)NCc2nc3cccnc3n2Cc2ccccc2Cl)c(C)c1 |
| 65 | 3.1% | CC(=O)Nc1ccccc1-c1nc2ccccc2n(C(C)C(=O)Nc2ccccc2C(F)(F)F)c1=O (stereo not drawn) |
| 66 | ? | CCN(c1ccccc1)S(=O)(=O)c1nnc(NC(=O)C(C)(C)C)s1 |
| 67 | -0.8% | Cc1ccc(S(=O)(=O)c2[nH]c(-c3ccccc3)nc2SC(C)C(=O)O)cc1 (stereo not drawn) |
| 68 | ? | COc1ccc(S(=O)(=O)N2CCN(c3ccccc3OC)CC2)cc1-c1noc(C)n1 |
| 69 | 6.6% | COc1ccc(C2c3c(n(C)c4ccccc34)C(=O)N2CC(=O)Nc2ccc(Cl)cc2)cc1 (stereo not drawn) |
| 70 | ? | CSc1ccc(CCNC(=O)c2ccc(-n3c(C)cc4c3CCCC4)cc2)cc1 |
| 71 | 2.5% | Cc1ccc(-n2ncc(C(=O)N3CCN(C4CCCCC4)CC3)c2C2CCN(C(=O)OC(C)(C)C)CC2)cc1C |
| 72 | 0.7% | COc1ccccc1CNC(=O)Cn1nc(C)c2nn(-c3ccc(Cl)cc3)c(C)c2c1=O |
